Assay outcomes (PubChem BioAssay)
NR5A2 inv ag: NR5A2 inverse agonism in reporter assay; O00482; inhibition, % at 3.6 µM; hit rate 0.13% among 360,000; AID 602396; HEK293T StAR-luciferase reporter, LRH-1 transfected, 24 h;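 active = inhibition above the mean inhibition of all tested compounds plus 3 SD, cut at about 73% in these data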;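 note: 0% = DMSO wells and 100% = reporter-only cells lacking LRH-1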
SRC3 inh: human NCOA3 inhibition | HEK293 GAL4-SRC3 luciferase reporter, luminescence | inhibition, % at 3.6 µM | hit rate 0.17% among 360,000 | AID 588352;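 active = inhibition above a per-campaign cutoff, the mean of all compounds plus 3 SD, cut at about 60% in these data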;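 note: 0% = DMSO-treated cells and 100% = gossypol-treated cells at 36 µM; higher means less SRC3-driven luciferase light from the GAL4 reporter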
Target sequence (Q9Y6Q9 whole entry, looked up, the tested form may be a part): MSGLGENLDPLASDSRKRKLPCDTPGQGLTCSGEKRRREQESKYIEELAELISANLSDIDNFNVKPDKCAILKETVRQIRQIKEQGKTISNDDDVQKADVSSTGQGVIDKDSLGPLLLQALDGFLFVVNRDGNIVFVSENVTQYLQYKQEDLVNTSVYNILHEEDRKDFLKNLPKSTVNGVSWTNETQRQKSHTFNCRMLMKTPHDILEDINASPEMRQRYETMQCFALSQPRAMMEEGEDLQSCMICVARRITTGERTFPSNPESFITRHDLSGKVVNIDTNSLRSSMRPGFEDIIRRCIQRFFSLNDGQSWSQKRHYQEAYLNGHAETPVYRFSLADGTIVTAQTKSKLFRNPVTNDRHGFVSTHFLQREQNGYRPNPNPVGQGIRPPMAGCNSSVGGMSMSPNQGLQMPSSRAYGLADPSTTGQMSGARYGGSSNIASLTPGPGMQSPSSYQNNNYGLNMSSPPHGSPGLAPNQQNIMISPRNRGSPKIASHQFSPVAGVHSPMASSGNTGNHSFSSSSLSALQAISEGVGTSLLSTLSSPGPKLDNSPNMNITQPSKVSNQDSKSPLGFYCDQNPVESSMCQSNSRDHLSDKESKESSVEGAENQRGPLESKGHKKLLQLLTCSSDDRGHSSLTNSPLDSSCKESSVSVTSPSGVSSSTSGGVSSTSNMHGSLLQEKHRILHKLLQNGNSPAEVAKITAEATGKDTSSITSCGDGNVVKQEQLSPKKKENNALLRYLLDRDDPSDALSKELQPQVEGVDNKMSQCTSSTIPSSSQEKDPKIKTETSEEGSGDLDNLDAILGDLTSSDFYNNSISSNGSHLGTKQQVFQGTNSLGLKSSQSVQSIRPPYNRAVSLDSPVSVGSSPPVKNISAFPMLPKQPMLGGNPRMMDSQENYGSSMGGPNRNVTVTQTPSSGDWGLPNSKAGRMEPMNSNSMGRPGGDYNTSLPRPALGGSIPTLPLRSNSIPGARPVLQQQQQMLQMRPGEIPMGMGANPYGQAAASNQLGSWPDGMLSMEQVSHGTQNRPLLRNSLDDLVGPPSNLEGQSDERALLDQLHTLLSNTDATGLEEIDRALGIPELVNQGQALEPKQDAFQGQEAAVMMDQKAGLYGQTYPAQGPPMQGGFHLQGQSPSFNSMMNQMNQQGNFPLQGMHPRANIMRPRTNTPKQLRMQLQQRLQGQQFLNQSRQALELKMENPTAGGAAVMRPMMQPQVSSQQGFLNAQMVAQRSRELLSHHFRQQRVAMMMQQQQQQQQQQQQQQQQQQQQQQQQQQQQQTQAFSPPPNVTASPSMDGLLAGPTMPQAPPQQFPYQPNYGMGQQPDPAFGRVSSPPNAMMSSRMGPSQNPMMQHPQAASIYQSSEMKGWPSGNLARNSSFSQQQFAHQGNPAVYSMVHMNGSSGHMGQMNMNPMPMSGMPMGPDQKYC
ABHD5-PLIN5 inh: inhibitors of human ABHD5-perilipin-5 interaction. hit rate 0.78% among 360,000. Q00G26+Q8WTS1. Split G. princeps luciferase complementation, luminescence, 4 h. inhibition, % at 4 µM. AID 602281;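 active = inhibition above the mean inhibition across every tested compound plus 3 SD, cut at about 22% in these data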;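 note: 0% = DMSO only wells and the 100% control is not disclosed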
TLR9-MyD88 block: TLR9-MyD88 interaction inhibition; hit rate 0.21% among 340,000; AID 504734; inhibition, % at 4.98 µM; CHO BLA complementation TLR9-MyD88, CCF4 FRET ratio;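 active = inhibition above the mean over all tested compounds plus 3 SD, cut at about 21% in these data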;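 note: 0% = DMSO only wells and 100% = clavulanate BLA inhibitor control wells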
NR2F2 inh: blocks human COUP-TFII nuclear receptor. P24468. HEK293T NGFI-A luciferase reporter, luminescence. hit rate 0.7% among 370,000. inhibition, % at 8.6 µM;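 active = inhibition above a per-plate cutoff, mean inhibition of test wells between control levels plus 3 SD, cut at about 38% in these data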;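 note: cells cotransfected with COUP-TFII expression vector driving the NGFI-A reporter; 0% = median of COUP-TF2 test wells and 100% = reporter-only cells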
NOD2 RIPK2 PPI: inhibitors of human NOD2-RIPK2 interaction. inhibition, % at 4.98 µM. hit rate 0.38% among 360,000. AID 624267. CHO BLA complementation NOD2-RIPK2, CCF4 ratio; in the data active = inhibition above about 21%;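 note: 0% = vehicle only and 100% = reference blocker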
SRC1 inh: human NCOA1 inhibition; Q15788; hit rate 0.12% among 360,000; AID 588354; HEK293 GAL4-SRC1 luciferase reporter, luminescence; inhibition, % at 3.6 µM;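 active = inhibition above the campaign mean plus 3 SD, with each screening campaign given its own cutoff, cut at about 60% in these data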;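 note: 0% = DMSO treated cells and 100% = gossypol at 36 µM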
TROY signal inh: blocks TROY-dependent signaling in reporter cells; Q293 LMP1-TROYcd NF-kB luciferase reporter, 4 h; inhibition, % at 10 µM; hit rate 0.98% among 360,000; AID 1347056;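 active = compounds whose plate-normalised and pattern-corrected inhibition of the luciferase reporter signal at the single screening dose is 50% or more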
TWEAK Fn14 block: TWEAK-Fn14 signaling inhibition; TWEAK-stimulated Fn14 reporter cells, luciferase luminescence, 8 h; inhibition, % at 10 µM; hit rate 2% among 360,000; AID 1159606; in the data active = inhibition above about 50%
Exocytosis inh: lytic granule exocytosis inhibition; TALL-104 LAMP-1 surface exposure, flow cytometry; cells stimulated with thapsigargin and PMA; inhibition, % at 10 µM; hit rate 0.66% among 360,000;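 active = inhibition above about 55%, limit read from the data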
SRC2 inh: human SRC2 (NCOA2) inhibition | hit rate 0.17% among 370,000 | HEK293 GAL4-SRC2 luciferase reporter, luminescence | inhibition, % at 9 µM | Q15596;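 active = inhibition above the mean inhibition of all tested compounds plus 3 SD, set per campaign, cut at about 52% in these data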;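 note: 0% = DMSO treated cells and 100% = cells given Gossypol at 36 µM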
Numbers without * were called inactive; / = not tested or not shown. Some of the compounds tested; rates above refer to the full screens.

SMILES | NR5A2 inv ag | SRC3 inh | ABHD5-PLIN5 inh | TLR9-MyD88 block | NR2F2 inh | NOD2 RIPK2 PPI | SRC1 inh | TROY signal inh | TWEAK Fn14 block | Exocytosis inh | SRC2 inh
COc1ccc(C(=O)NCCc2c[nH]c3ccc(OC)cc23)cc1 | 6 | -33 | 1 | 5 | 5 | 1 | -3 | -35 | 1 | -4 | -5
COc1ccc(-n2nnc3c(SCc4ccccc4)ncnc32)cc1 | -25 | -21 | 5 | 2 | -12 | 0 | -31 | -28 | 0 | -7 | 10
O=C1OCC2=C1C(c1ccccc1)CC(=O)N2c1ccc(F)cc1 (stereo not given) | 4 | 10 | -2 | 0 | -6 | -3 | 6 | 4 | 2 | -3 | -7
Cn1cnnc1SCC(=O)Nc1ccc(S(N)(=O)=O)cc1 | 23 | -28 | 7 | 3 | 19 | -10 | 12 | -3 | 14 | 2 | -9
CCOC(=O)c1ccc(-n2c(CN3CCOCC3)nc3ccc([N+](=O)[O-])cc3c2=O)cc1 | 5 | 4 | -6 | -5 | -14 | -4 | -1 | 33 | -14 | 0 | -18
CN(C)S(=O)(=O)c1cc(NC(=O)CN2CCOCC2)ccc1Cl | 3 | 5 | -3 | -2 | -31 | -7 | 4 | -8 | 3 | -2 | -23
S=C(NCc1ccccc1)NN1CCOCC1 | -16 | 14 | -1 | 3 | 0 | -1 | -8 | 1 | 5 | 0 | -22
CSc1nnc(-c2cc3ccccc3cc2O)n1C | -15 | 8 | 2 | 2 | 5 | -5 | -14 | 0 | -10 | -2 | -5
Cc1onc(-c2ccccc2)c1-c1nc2cc(Cl)ccc2c(=O)o1 | 7 | 7 | -1 | / | 8 | 0 | 2 | 6 | -36 | 1 | 15
COC(=O)Cc1[nH]n(-c2nc3ccccc3s2)c(=O)c1C(C)=O | -69 | -29 | 2 | -13 | -8 | -10 | 1 | 21 | 38 | 2 | -12
CCCc1ccc(NS(=O)(=O)c2c(C)oc(C)c2C(=O)OC)cc1 | 10 | -8 | -2 | -4 | 12 | -10 | 2 | 8 | -6 | -6 | -11
OCC1CCCN(C(=S)Nc2ccc(Nc3ccccc3)cc2)C1 (stereo not given) | -124 | -87 | -8 | 14 | -15 | -6 | -86 | -27 | -42 | 2 | -51
Cc1ccc(CNC(=O)COC(=O)c2cc(=O)[nH]c3ccccc23)cc1 | 8 | -7 | -1 | 2 | -8 | -5 | 1 | -32 | -16 | -2 | 1
O=C(Nc1cnccn1)Nc1ccccc1Cl | -12 | -15 | 1 | 4 | -7 | -2 | -5 | -38 | 0 | -1 | -40
COc1ccc(-c2c(C#N)sc(C(N)=O)c2-c2ccc(OC)cc2)cc1 | 20 | 28 | -6 | -3 | 9 | 7 | -7 | 4 | -4 | -5 | 14
CCCCC1(C)NC(=S)N2N1C(=S)NC2(C)CCCC (stereo not given) | -11 | 16 | -10 | / | 1 | -3 | -7 | -12 | 3 | 6 | 14
CC(C)(C)OC(=O)N[C@H](C(=O)OC(C)(C)C)c1ccccc1 | 10 | 4 | -9 | 5 | -2 | 9 | -10 | -7 | 1 | -1 | -10
O=C(CN1CCN(c2ccccn2)CC1)Nc1ccccc1 | 1 | 26 | 13 | -4 | 5 | -12 | 10 | -10 | 4 | 13 | -18
CCOc1ccccc1NC(=O)CCS(=O)(=O)c1cccc2nonc12 | 5 | -2 | 2 | -8 | -4 | -12 | 2 | -15 | 7 | -2 | -10
CSCCC(NC(=O)c1c(C)oc2c1CCCC2)C(=O)O (stereo not given) | 9 | 10 | -6 | -10 | -10 | 4 | -5 | 3 | -1 | -2 | -17
CCOc1ccccc1CNC(=O)CCn1ccc2cc(S(=O)(=O)N3CCCCC3)ccc21 | -5 | -2 | 6 | 6 | 10 | -40 | 14 | 9 | -5 | 62* | 20
CCOc1cc(C(=O)OCC(=O)NCc2ccco2)cc(OCC)c1OCC | 5 | -19 | 15 | 1 | -3 | -19 | -5 | -10 | -7 | 1 | 1
O=S(=O)(NCc1ccco1)c1ccc2ccccc2c1 | 5 | 10 | 0 | 2 | 0 | -6 | -4 | 14 | 15 | 4 | 4
CCOC(=O)Cc1nnc(Nc2ccc(C)cc2C)c2ccccc12 | 1 | 7 | -2 | 7 | 6 | 5 | -6 | -2 | -6 | 1 | -4
COC(=O)c1ccc(NS(=O)(=O)c2cc3c4c(c2)C(C)C(=O)N4CCC3)cc1 (stereo not given) | 5 | 6 | 7 | -5 | -16 | 0 | -15 | 4 | 10 | -2 | 11
COc1ccc(CCNC(=O)CSc2ncnc3c2oc2ccccc23)cc1OC | -3 | 13 | 6 | -14 | -7 | 2 | -8 | 1 | -28 | -2 | -1
CCNc1ccc(C(=O)N/N=C/c2c(C)nn(-c3ccccc3)c2N2CCCC2)cc1[N+](=O)[O-] | -9 | 3 | 1 | 1 | -3 | 5 | 4 | 8 | 31 | -5 | 5
COCCCNC(=S)N/N=C/c1ccc(N(C)C)cc1Cl | -39 | -60 | 4 | 3 | -39 | 0 | -143 | -34 | -11 | 0 | -72
CCOC(=O)C(NC(=O)NC1CCCCC1)(c1ccccc1)C(F)(F)F (stereo not given) | 3 | 27 | -4 | 1 | -3 | -7 | -5 | 1 | 1 | -3 | -19
O=C(O)CCC(=O)N1N=C(c2ccc(Br)cc2)CC1c1cccc(Br)c1 (stereo not given) | 23 | 0 | -6 | -1 | -20 | -5 | 18 | -15 | 21 | -13 | -34
Cc1cc(/C=N/Nc2ncnc(N)c2[N+](=O)[O-])c(C)n1-c1ccccc1 | 11 | 46 | 7 | 7 | 52* | -3 | 42 | 83* | 98* | 11 | 43
COc1ccccc1NC(=S)NC1CC2CCC1C2 (stereo not given) | 5 | 20 | -1 | 3 | 11 | 0 | 7 | -34 | -26 | -4 | 4
CSc1nc(Oc2ccccc2)c2sccc2n1 | -2 | -1 | -4 | 10 | -6 | -20 | -8 | 13 | 21 | -3 | 21
Cc1ccc(NC(=O)Nc2ccccc2C#N)c(Cl)c1 | 16 | -4 | -4 | 4 | 5 | 5 | 5 | 2 | 16 | -2 | 9
CC(C)Cn1c(SCC(=O)NC(=O)NC2CCCC2)nc2ccccc21 | -16 | 23 | -8 | -7 | -17 | -4 | 12 | 12 | 15 | -3 | 11
C=C1CC(C)OC(c2ccccc2OCC(O)CN2CCCCC2)C1 (stereo not given) | -7 | 11 | -1 | 4 | 5 | 0 | -80 | -10 | 0 | 1 | -17
CC(=O)NCC(=O)OCC(=O)N1c2ccccc2Sc2ccccc21 | -17 | -14 | 3 | -5 | 10 | 11 | 7 | -15 | 14 | -2 | 2
Cc1ccc2c(c1)c(N=Nc1cccc(C(=O)O)c1)c(O)n2C | -11 | 1 | 8 | -4 | 11 | -1 | -16 | -21 | -18 | -1 | 4
O=C(Cc1ccccc1)NCC(=O)OCC(=O)c1ccc(F)cc1 | 0 | -1 | 4 | -9 | -22 | -6 | 6 | 7 | 0 | -3 | -18
Cc1ccc2nsnc2c1S(=O)(=O)N1CCN(CCc2ccccc2)CC1 | 8 | 3 | -2 | 13 | 12 | -2 | -16 | 14 | 11 | 2 | -28
CCOC(=O)N1CCN(C(=O)c2ccc3nc4cc(Cl)ccc4c(=O)n3c2)CC1 | -20 | 13 | 3 | 2 | 21 | 2 | -3 | -7 | -23 | 1 | 0
Cc1sc2nc(SCC(=O)OC(C)C)n(C)c(=O)c2c1C | 24 | 20 | -1 | -5 | 0 | -1 | 7 | 32 | 22 | -2 | -5
CCc1nc(CN2CCN(c3ccc(C(F)(F)F)cn3)CC2)c(C)[nH]1 | 17 | 30 | -4 | 7 | 22 | -12 | 11 | 13 | 9 | 1 | 2
CC1=C(C(=O)Nc2ccccc2)C(c2ccncc2)C(C#N)=C(SCC(=O)NC2CC2)N1 (stereo not given) | -17 | -21 | -1 | 0 | -5 | 13 | -5 | / | 94* | -4 | -9
COc1cccc(CN2CCNC(=O)C2CC(=O)N(C)C2CCOCC2)c1 (stereo not given) | -5 | -14 | -3 | -7 | 5 | -4 | -1 | -17 | 9 | 0 | 11
COc1ccc(C(C)NS(=O)(=O)Cc2ccccc2)cc1 (stereo not given) | -7 | 9 | -2 | -9 | -5 | 9 | -5 | -22 | 1 | -7 | -25
O=C1CCCN1CC(O)CS(=O)(=O)c1ccc(Cl)cc1 (stereo not given) | 3 | 13 | -5 | -3 | 9 | -9 | 9 | 7 | 5 | 0 | -13
CCCn1c(=O)c2c(nc3n2CCCN3Cc2ccccc2)n(C)c1=O | 0 | -1 | -1 | 12 | 24 | 3 | 8 | 12 | -2 | 3 | -7
COc1cc2c(cc1OC)CN(CC(=O)NC(=O)NCc1ccco1)CC2 | 21 | -48 | 0 | 9 | 0 | 3 | 4 | -2 | -3 | 0 | 29
COc1cccc(NC(=O)CN(C)C(=O)CSCC(=O)Nc2ccc(C)cc2)c1 | -19 | 5 | -5 | -4 | 12 | -10 | -6 | -21 | 0 | -1 | -22
CC1=CN2C(=NC(=O)CC2(C)C(=O)N(CC(=O)NC2CCCC2)Cc2ccccc2)C=C1 (stereo not given) | -5 | 7 | 1 | -9 | -36 | 0 | 4 | -16 | 30 | -12 | -2
COC(=O)C1=CN(c2cccc(OCc3ccccc3)c2)C(N)=C(C#N)C1c1cccc(F)c1 (stereo not given) | 28 | / | -3 | / | 7 | -12 | / | / | / | 4 | 11
Cc1cc(NCc2ccccc2)nc2ccccc12 | -2 | 1 | 3 | 0 | -2 | 1 | 9 | -48 | -1 | -2 | -14
CCOCC(=O)Nc1ccccc1C(=O)OCC | 18 | 3 | 11 | 1 | 5 | -3 | 1 | 3 | -2 | -2 | 2
COc1ccc(NC(C)=O)cc1NC(=O)c1ccc2ccccc2c1 | 5 | 10 | 3 | -1 | 6 | -8 | -1 | -21 | -45 | 0 | 4
COC(=O)c1ccc(-n2nc(C(F)(F)F)c3c2-c2ccoc2CC3)cc1 | -6 | 18 | 1 | 5 | 3 | 4 | -3 | -17 | 18 | 2 | -19
CCCCOC(=O)c1ccc(NC(=S)NC(=O)c2c(Cl)cnn2C)cc1 | -5 | -5 | -2 | 3 | -19 | 2 | -8 | -16 | -6 | 0 | -6
CC1(NC(=O)c2ccccc2)CCN(CCCc2ccccc2)C1=O (stereo not given) | 3 | 0 | -8 | -6 | -14 | -6 | -2 | 19 | -1 | 3 | 15
O=C(Cc1ccc(O)cc1)NCCNC(=S)NCc1ccccc1 | 12 | 4 | -2 | -8 | 5 | -3 | 4 | -16 | 7 | 9 | -6
CC12CCC(C(=O)N(CC(O)CN3CCCCC3)C1=O)C2(C)C (stereo not given) | 16 | 10 | 0 | 5 | 12 | -9 | 11 | -5 | 1 | -2 | 1

3 entries out of the list, ordered by SMILES length, low to high.
SMILES | NR5A2 inv ag | SRC3 inh | ABHD5-PLIN5 inh | TLR9-MyD88 block | NR2F2 inh | NOD2 RIPK2 PPI | SRC1 inh | TROY signal inh | TWEAK Fn14 block | Exocytosis inh | SRC2 inh
O=C1CCCN1CC(O)CS(=O)(=O)c1ccc(Cl)cc1 (stereo not given) | 3 | 13 | -5 | -3 | 9 | -9 | 9 | 7 | 5 | 0 | -13
CC12CCC(C(=O)N(CC(O)CN3CCCCC3)C1=O)C2(C)C (stereo not given) | 16 | 10 | 0 | 5 | 12 | -9 | 11 | -5 | 1 | -2 | 1
CCc1nc(CN2CCN(c3ccc(C(F)(F)F)cn3)CC2)c(C)[nH]1 | 17 | 30 | -4 | 7 | 22 | -12 | 11 | 13 | 9 | 1 | 2
